# High-throughput results as filed in PubChem BioAssay.
# AT treatment: qHTS Assay for Identifying a Potential Treatment of Ataxia-Telangiectasia. 0.19% of 320,000 active. […] A-T fibroblasts, KAP-1 phosphorylation AlphaLISA; neocarzinostatin DNA damage 30 min before lysis. AID 485349, 2010. Potency, µM (highest dose often 57.5 µM), inactives show at the highest dose activation, most hits filed as activators; further: potency means the concentration at half of the fitted maximal effect; % of control where 0% means no effect; nearly all actives have a fitted effect of over 45% in size
#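 ATM-like activity read as KAP-1 phosphorylation via AlphaLISA donor/acceptor antibody pairs after lysis and 6 hr at 25C. Cells were ATM-null patient fibroblasts ([…], hTERT), dosed 60 min, then exposed to the DSB inducer NCS for 30 min.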
# TCR activator: Activators of T cell receptors: qHTS campaign. primary human leukocytes, anti-CD3, IL-2 HTRF, 48 h. Potency, µM (series often up to 9.22 µM), without a hit: top-dose activation of IL-2 secretion, most hits filed as activators. 330,000 tested, under 10 active. AID 504894, 2011; further: % of control where 0% means no effect
#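 Using a-CD3 beads without co-stimulation, primary human leukocytes were exposed to compounds for 48 hr. An HTRF IL-2 kit measured the cytokine, with europium-to-d2 energy transfer producing emission at 665nm upon 320nm excitation.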
# TSHR antagonist: Antagonists of the Thyroid Stimulating Hormone Receptor: HTS campaign; Thyrotropin receptor (Homo sapiens), P16473; TSHR-expressing cells, TSH-stimulated cAMP HTRF, 2 h; active compounds read low; activity change, negative = inhibition, % at 11.5 µM; 0.2% of 330,000 active; AID 504810, 2011;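 active means activity change below a set negative limit, meaning inhibition stronger than a set level, cut at about -70% in these data; inconclusive means activity change between two set negative limits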; further: on the % scale 0 is the no-effect control and ±100 the full control effect
#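 TSHR-expressing cells were treated with compounds, then stimulated with TSH at EC80 (4nM final) for 2 hours at 37 deg C. Cellular cAMP was measured by HTRF competition between lysate cAMP and cAMP-d2 for a cryptate-labelled anti-cAMP antibody.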
# ELG1 DNA repair: qHTS screen for small molecules that inhibit ELG1-dependent DNA repair in human embryonic kidney (HEK293T) cells expressing luciferase-tagged ELG1 | Potency, µM (highest dose often 46.1 µM), for inactives: at the highest dose activity change, negative = inhibition, hits mostly inhibitors | 2.3% of 330,000 active | AID 504467, 2011 | HEK293T ELG1-luciferase reporter, luminescence, 16 h; DNA damage induced by 5-fluorouridine; further: potency means the concentration at half of the fitted maximal effect; on the % scale 0 is the no-effect control and ±100 the full control effect; nearly all actives have a fitted effect of over 55% in size
#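 Cells (2,000 per well) received 5-fluorouridine plus test compound or DMSO and were incubated 16 hr at 37 °C, 5% CO2. Luciferase activity was read by luminescence 30 min after ONE-Glo addition; signal suppression marked inhibition of damage-induced ELG1 function.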
# Mito fusion act: qHTS Assay for Small Molecule Inhibitors of Mitochondrial Division or Activators of Mitochondrial Fusion. S. cerevisiae fusion-defective mutant growth rescue, CellTiterGlo 48 h. Potency, µM (top dose mostly 46.1 µM), inactives show at the highest dose growth rescue (activation), actives largely listed as activators. 0.23% of 320,000 active. AID 485298, 2010;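 further: potency means the concentration at half of the fitted maximal effect; % of control where 0% means no effect; nearly all actives have a fitted effect of over 45% in size; temperature-sensitive fusion mutants such as fzo1-1 at 37 °C on non-fermentable ethanol glycerol medium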
#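 S. cerevisiae fusion-defective temperature-sensitive mutants (e.g. fzo1-1, mgm1-5) grown 48 h at 37C in YPEG (ethanol/glycerol non-fermentable) medium with 23 nl compound per well; growth rescue read as CellTiterGlo luminescence.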
# TRPV1 agonist: HTS Assay for Compounds that Act as Agonists of the Vanilloid Receptor 1; 0.19% of 320,000 active; AID 540275, 2011; Transient receptor potential cation channel subfamily V member 1 (Homo sapiens), Q8NER1; activation, % at 8.33 µM; TRPV1-expressing cells, Fluo-8 calcium influx, agonist mode; in the data active means activation above about 80%; inconclusive means between about 30% and that limit; further: 0% is about no effect
#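 TRPV1-expressing cells were cultured overnight at 35.5C and loaded with Fluo-8 calcium dye for 40 to 90 min at room temperature. After a 10 s baseline, compound was added and calcium influx was read kinetically for 3 min (ex 480/em 520 nm).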
# Eya2 inh: qHTS Assay for Inhibitors of the Phosphatase Activity of Eya2 | Potency, µM (series often up to 76.9 µM), for inactives: top-dose activity, negative = inhibition, most hits filed as inhibitors | AID 488837, 2010 | recombinant Eya2, OMFP fluorescence dephosphorylation (OMFP is methylfluorescein phosphate) | 0.006% of 330,000 active | Protein phosphatase EYA2 (Homo sapiens), O00167; further: potency means the concentration at half of the fitted maximal effect; on the % scale 0 is the no-effect control and ±100 the full control effect
#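 Eya2 (0.2 uM) preincubated 10 min at ambient with compound, then OMFP substrate added at 50 uM; 10 min reaction in 50 mM HEPES pH 7.5, 50 mM NaCl, 5 uM MgCl2, 0.05% BSA, 1 mM DTT. Fluorescence read at Ex 485/Em 525 nm.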
# USP2a block: qHTS Assay for Inhibitors of Ubiquitin-specific Protease USP2a Using CHOP2 as the Reporter; Ubiquitin carboxyl-terminal hydrolase 2 (Homo sapiens), O75604; USP2 core, Ub-CHOP2 coupled fluorogenic reporter, 485/531; Potency, µM (doses to about 38.3 µM), inactives show at the highest dose activity change, negative = inhibition, actives largely listed as inhibitors; 0.01% of 330,000 active; AID 463254, 2010;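 further: potency means the concentration at half of the fitted maximal effect; plate controls were DMSO wells for no effect and full inhibition by NEM control for full effect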
# Target sequence (O75604 whole entry, looked up): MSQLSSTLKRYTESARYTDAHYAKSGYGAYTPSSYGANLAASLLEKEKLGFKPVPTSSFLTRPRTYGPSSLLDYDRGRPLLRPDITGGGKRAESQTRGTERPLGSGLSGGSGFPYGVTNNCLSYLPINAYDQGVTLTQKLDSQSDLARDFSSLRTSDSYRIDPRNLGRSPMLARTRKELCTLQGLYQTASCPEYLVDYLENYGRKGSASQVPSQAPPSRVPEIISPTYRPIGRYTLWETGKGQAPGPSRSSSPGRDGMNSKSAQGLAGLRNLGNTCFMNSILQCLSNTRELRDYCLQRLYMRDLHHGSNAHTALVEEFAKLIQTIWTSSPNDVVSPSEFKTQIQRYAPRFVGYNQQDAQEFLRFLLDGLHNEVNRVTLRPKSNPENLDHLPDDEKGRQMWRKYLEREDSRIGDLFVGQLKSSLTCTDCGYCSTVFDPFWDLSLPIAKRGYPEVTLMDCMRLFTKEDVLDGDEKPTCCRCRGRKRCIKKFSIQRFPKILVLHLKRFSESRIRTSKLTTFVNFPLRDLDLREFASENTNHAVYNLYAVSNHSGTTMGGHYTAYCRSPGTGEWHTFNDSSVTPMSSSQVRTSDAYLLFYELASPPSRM
#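 USP2 core (10nM final) preincubated 30min RT with compound in 20mM Tris-HCl pH 8.0, 2mM CaCl2, 2mM beta-mercaptoethanol, 0.05% CHAPS; 25nM Ub-CHOP2 plus 25nM reporter substrate added, fluorescence (Ex485/Em531) read after 60min.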
# hERG WT inh: qHTS for Inhibitors of KCHN2 3.1: Wildtype qHTS. Voltage-gated inwardly rectifying potassium channel KCNH2 (Homo sapiens), Q12809. U2OS, BacMam KCNH2, thallium flux FluxOr; active compounds read low. activity change, % at 1.84 µM. 0.37% of 340,000 active. AID 720551, 2013;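 active means maximum activity change below -70%; inconclusive means maximum activity change between -70% and -50%; inactive means maximum activity change above -50%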; further: on the % scale 0 is the no-effect control and ±100 the full control effect
#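 U2OS cells were transduced with wild-type KCNH2 virus (2.03 x 10^8 / mL) for 4 h at room temperature, then cultured overnight at 37 C. Thallium flux was read with FluxOr dye. Rate constants were normalized to DMSO controls.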
# KCNH2 3.1 inh: qHTS for Inhibitors of KCHN2 3.1: Mutant qHTS | Potassium voltage-gated channel subfamily H member 2, brain isoform KCNH2 3.1 (human) | U2OS KCNH2 3.1, thallium flux FluxOr; active compounds read low | activity change, % (tested at about 1.8 µM) | 0.95% of 340,000 active | AID 720553, 2013;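 active means maximum activity change below -70%; inconclusive means maximum activity change from -70% to -50%; inactive means maximum activity change above -50%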;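 further: thallium influx rate constant from kinetic fluorescence after stimulation buffer; on the % scale 0 is the no-effect control and ±100 the full control effect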
#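 Channel expression came from 3.1 mutant virus (1.77 x 10^8 /mL) applied to suspended U2OS cells for 4 h. Flux was tracked with FluxOr dye plus Red40 quencher, and kinetic rate constants normalized to controls.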
# An asterisk follows results filed as active; ? = inconclusive; · = no result given; [ ] = another dose, or the depositor's remark. Unless noted, the call rests on the fitted dose curve; in most records, active means well fitted curve in the direction sought with a large enough effect; inconclusive means small, poorly fitted or top-dose-only effect, or another doubt; inactive means no such curve, though single readings can be large; an effect the other way counts as inactive or inconclusive. Only part of the results is shown; the hit share may differ from the screen's.
SMILES,AT treatment,TCR activator,TSHR antagonist,ELG1 DNA repair,Mito fusion act,TRPV1 agonist,Eya2 inh,USP2a block,hERG WT inh,KCNH2 3.1 inh
CCOC(=O)CSc1nc(C)nc2c1sc1nc(C)c(C(C)=O)c(-c3ccc(OC)cc3)c12,-5%,-3%[46.1 µM],99,?,1%,-2,2%,0%,-9,-10
O=C(CN(C(=O)c1csnn1)c1cccc(Cl)c1)NCCc1ccccc1,-1%,-9%,11,-12%,-14%,-2,-1%,2%,3,1
Cc1nc(-c2ccccc2)sc1C(N)=O,1%,4%,3,?,3%,-1,11%,2%,-5,-4
COc1ccccc1/C=C/c1nc(S(=O)(=O)c2ccccc2)c(N(C)C)o1,3%,-7%,-9,-7%,-3%,9,3%,1%,-6,14
CCC1CN(C(=O)N2CCC(C(=O)NCc3ccc(C)o3)CC2)c2cc(C)ccc2O1 (stereo not drawn),13%,-2%,4,-13%,-2%,17,0%,1%,4,3
COc1ccccc1C(=O)Nc1ccc(S(=O)(=O)Nc2cc(C)on2)cc1,-1%,-5%,-11,?,-5%,1,5%,0%,-4,18
COc1ccccc1N1CCN(C(=O)c2cccc(C(=O)N3CCN(c4ccccc4OC)CC3)c2)CC1,-2%,3%,15,?,5%,1,8%,-1%,3,9
Cc1ccc2c(Cl)cc(Cl)c(OCC(=O)Nc3cccc(S(N)(=O)=O)c3)c2n1,6%,-6%[46.1 µM],-2,?,-5%,1,-2%,-2%,-18,-5
Cc1ccc(CNC(=O)COC(=O)c2cncc(Br)c2)cc1,2%,7%,-7,-1%,-4%,7,8%,1%,-2,8
CCN(CC(=O)Nc1c(F)cccc1F)C(=O)c1ccc(N2CCOCC2)c([N+](=O)[O-])c1,8%,3%,-1,-3%,8%,1,-23%,-1%,-2,4
CCOc1ccc(Cl)cc1CNc1nnnn1C,-1%,-5%,2,7%,5%,0,2%,4%,·,7
O=C(CSc1nnc(COc2ccccc2)o1)NCCc1ccccc1,5%,7%,-6,3%,-1%,1,6%,0%,-3,5
O=C(Nc1sc2c(c1C(=O)O)CCCCC2)c1cccs1,-23%,-4%,-34,?,21%,?,24%,1%,2,-1
CN(CC(=O)Nc1ccc(Cl)cc1)C(=O)c1ccc(COc2ccccc2)cc1,-9%,-1%,9,23%,3%,3,2%,0%,0,0
CCOC(=O)c1[nH]cnc1C(=O)N[C@@H](C)c1ccccc1,15%,8%,25,21%,-20%,-1,-7%,1%,-3,17
Cc1cc(C(=O)Nc2ccc(Cl)cc2)c(C)n1-c1ccccc1,-8%,4%,-14,?,3%,?,3%,-1%,-2,-18
COc1ccc(NC(=O)Cn2nnc(C(=O)NCCc3ccccc3)c2N)c(OC)c1,3%,2%,10,-20%,-8%,21,-10%,-5%,1,-5
O=C1CN(S(=O)(=O)c2ccc(Cl)cc2)CC(=O)N1CCc1ccccc1,·,0%,-10,-2%,0%,11,-11%,0%,3,6
O=C(NCC1CCS(=O)(=O)C1)Oc1ccccc1 (stereo not drawn),15%,2%,2,1%,2%,-2,21%,-1%,-6,-32
CCCN(CCC)CCCNC(=O)Cn1cnc2sc(C)c(S(=O)(=O)N3CCOCC3)c2c1=O,0%,-3%,3,-5%,-5%,-2,-2%,4%,-3,-9
COc1cccc(CNC(=O)[C@@H](C)N2C(=O)N3CCc4c([nH]c5ccc(OC)cc45)C3(C)C2=O)c1 (stereo partly drawn),5%,10%,-2,?,-1%,-1,2%,-2%,-3,5
COc1ccccc1OCc1nc2ccccc2s1,5%,-6%,-14,?,2%,8,-23%,1%,0,0
COc1ccc(O)c(C(=O)c2cnn(C(=O)c3cc(C)oc3C)c2)c1,5%,14%,-10,5%,-6%,-2,12%,-1%,7,-2
COc1ccc(OC)c(NC(=O)C2CCN(S(=O)(=O)c3ccc4c(c3)CC(C)N4C(C)=O)CC2)c1 (stereo not drawn),8%,-1%,9,?,1%,-4,9%,2%,-4,-1
Cc1c(C(=O)OCC(=O)NCC2CCCO2)cccc1[N+](=O)[O-] (stereo not drawn),1%,9%,-2,4%,2%,1,-4%,1%,-3,14
S=c1[nH]nc(-c2ccco2)n1/N=C/C(Cl)=C/c1ccccc1,-13%,-10%,-16,?,-12%,3,3%,0%,-7,-8
CCOC(=O)Nc1ccc(NS(=O)(=O)c2ccc(C)cc2)cc1,-2%,2%,-28,0%,-1%,-3,-1%,-1%,-6,4
COc1cc(C)ccc1S(=O)(=O)N1CCN(C23CC4CC(CC(C4)C2)C3)CC1,-2%,-4%,0,-1%,-2%,6,2%,4%,7,-21
COc1cccc(CC(=O)OCC(=O)N(C)CC(=O)Nc2ccc(Cl)c(C(F)(F)F)c2)c1,-1%,-1%,0,22%,3%,18,1%,-5%,-12,-14
O=S(=O)(Nc1cccc(S(=O)(=O)N2CCCC2)c1)c1cccs1,0%,2%,14,?,·,·,-11%,-3%,8,-6
Cc1ccc(-c2nc3ccccc3nc2NN)cc1,2%,-3%,-4,?,3%,12,-21%,4%,-2,-8
CSc1ccccc1NC(=O)CN1CCN(S(=O)(=O)c2ccccc2[N+](=O)[O-])CC1,3%,-5%,-31,?,7%,0,4%,2%,22,9
CCCc1cc(=O)oc2cc(OCc3nn[nH]n3)ccc12,2%,-2%,1,-9%,1%,1,12%,2%,-3,1
COc1ccc(C)cc1NC(=O)c1ccccc1NS(=O)(=O)c1ccc(Cl)s1,1%,3%,-76*,?,-14%,4,4%,-7%,1,-4
S=C1NC2(CCCCC2)N=C1c1ccccc1,2%,3%[46.1 µM],2,17%,0%,2,-4%,1%,0,3
C/C(=N\N1CCN(C)CC1)c1ccc(Cl)c(Cl)c1,-12%,·,-2,-6%,2%,-1,8%,0%,-4,2
COc1ccc(C)cc1S(=O)(=O)NC1CCCCCC1,8%,2%,-2,0%,1%,13,-22%,0%,4,-2
CC(C)C(NCC(=O)Nc1ccccc1C(=O)NC1CC1)c1ccccc1 (stereo not drawn),12%,2%,1,-21%,·,·,3%,1%,0,3
CCCNC(=O)c1[nH]c(C)c(C(C)=O)c1C,-14%,3%,14,13%,3%,3,-2%,1%,-3,1
COc1ccc(NC(=O)c2cccc(S(=O)(=O)NCc3ccccc3)c2)cc1S(N)(=O)=O,-7%,7%,-8,4%,-6%,0,-12%,-1%,4,-6
Cc1ccccc1OCc1n[nH]c(=S)n1-c1ccccc1,6%,-10%,-4,-29%,9%,-1,7%,8%,2,-5
O=C(NCCCn1ccnc1)c1cc(-c2cccc(O)c2)on1,-1%,-2%,3,?,3%,1,4%,1%,-3,-7
COc1nc(-c2ccccc2)ccc1-c1noc(-c2ccccc2F)n1,2%,-26%,13,?,-3%,2,13%,-2%,-5,27
CN(C(=O)CCc1nc2ccccc2s1)c1ccccc1,11%,2%,-7,23%,-2%,19,-29%,3%,-7,-1
COc1ccc(CCNC(=O)CCCOc2cccc(C)c2C)cc1OC,4%,-4%,9,?,-8%,83*,-23%,3%,-3,2
CCOc1cccc(CN2CCCC(N3CCc4cc(OC)c(OC)cc4C3)C2)c1O (stereo not drawn),-1%,-1%,-4,-6%,2%,17,-15%,0%,6,-4
CC(C)(C)OC(=O)C[C@H]1C/C=C\C[C@@H](CC(=O)N[C@H](CO)Cc2ccccc2)C(=O)NCCOC1=O,12%,-3%,-5,13%,·,·,11%,5%,-4,7
CCOc1cc(NC(=O)C2CC2)c(OCC)cc1NC(=O)c1cccc(F)c1,-6%,8%,-89*,-4%,-7%,-2,-11%,1%,-30,5
CCOC(=O)c1ccc(NC(=O)NCCc2ccccc2OC)cc1,0%,-1%,6,?,?,?,-8%,0%,-10,27
Cc1ccc(/C=C2\C(=N)N3N=C(CC(=O)N4CCCCC4)SC3=NC2=O)cc1,4%,-12%,5,0%,8%,1,8%,2%,-13,24
